Screening data from PubChem BioAssay.
PPARg SRC2 recr = agonists of PPARg-SRC-2 recruitment, primary screen, biochemical, HTS | Peroxisome proliferator-activated receptor gamma (Homo sapiens), P37231 | PPARgamma LBD-SRC-2 recruitment | activation, % at 8 µM | hit rate 0.34% among 200,000 | AID 1032, 2008; in the data active means activation above about 22%;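 further: 0% = vehicle and 100% = reference agonist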
STAT1 blocker = STAT1 signaling inhibitors, primary screen, cell-based, HTS, luciferase reporter. NIH 3T3 STAT1-luciferase reporter, IFN-gamma, luminescence. inhibition, % at 5.5 µM. hit rate 0.35% among 200,000;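 active means inhibition above a set limit, the mean inhibition across all tested compounds plus 3 SD, cut at about 34% in these data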;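 further: 0% = IFN-gamma with DMSO and 100% = IFN-gamma with 300 µM nifuroxazide; values of inactives mirror those of a sister screen read the other way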
ROMK mod = ROMK potassium channel modulators, primary screen, cell-based, thallium flux, MLSMR library | B-score at 10 µM | ATP-sensitive inward rectifier potassium channel 1 (Homo sapiens), P48048 | Tet-inducible ROMK, thallium flux fluorescence; actives lie on both sides | AID 1918, 2009 | hit rate 2% among 130,000;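 active means signal ratio slope over the read window, or its plate-corrected B-score, at least 3 SD from the plate mean, either direction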;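 further: B-score of the F/F0 ratio slope over 7 to 12 s after thallium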
Target sequence (P48048 whole entry, looked up): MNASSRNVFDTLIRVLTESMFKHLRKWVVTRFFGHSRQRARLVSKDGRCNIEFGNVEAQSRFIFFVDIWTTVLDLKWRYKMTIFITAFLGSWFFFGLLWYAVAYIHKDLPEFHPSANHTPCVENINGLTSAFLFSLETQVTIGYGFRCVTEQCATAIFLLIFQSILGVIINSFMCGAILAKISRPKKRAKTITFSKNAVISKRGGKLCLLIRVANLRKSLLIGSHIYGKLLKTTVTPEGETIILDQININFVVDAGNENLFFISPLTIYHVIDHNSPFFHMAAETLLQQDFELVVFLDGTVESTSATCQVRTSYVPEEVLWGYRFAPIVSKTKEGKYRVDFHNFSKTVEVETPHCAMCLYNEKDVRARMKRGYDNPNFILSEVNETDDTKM
SRC2 TRFRET art = TR-FRET signal artefacts, primary screen, artefact control for PPARgamma SRC-2 agonist project, biochemical; TR-FRET artefact counter-screen; hits give high values; TR-FRET ratio at 8 µM; hit rate 0.4% among 200,000; in the data active means TR-FRET ratio above about 2000; further: inactives centre near 1500
PPARg SRC1 recr = PPARgamma agonists recruiting SRC-1 coactivator, primary screen, biochemical; Peroxisome proliferator-activated receptor gamma (Homo sapiens), P37231; PPARgamma-SRC-1 coactivator recruitment biochemical assay; activation, % at 8 µM; hit rate 0.41% among 200,000; AID 631, 2007; in the data active means activation above about 19%;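 further: 0% = DMSO and 100% = reference agonist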
RAM network inh = inhibitors of the yeast RAM network, primary screen, dse1pr::URA3 reporter, 5-FOA selection; inhibition, % at 50 µM; hit rate 1.8% among 190,000; S. cerevisiae dse1pr::URA3 reporter, 5-FOA growth OD615, 2 d; analog-sensitive cbk1-as2 kinase mutant strain;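 active means inhibition above a set limit, 3 SD over mean compound inhibition, cut at about 8.4% in these data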;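 further: 0% = DMSO-only wells with no growth and 100% = 10 µM 1-NA-PP1 full growth; inhibition rescues growth on 5-FOA so higher OD means more RAM inhibition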
S1P3 antagonist = S1P3 receptor antagonists, primary screen, cell-based; Sphingosine 1-phosphate receptor 3 (Homo sapiens), Q99500; CHO S1P3 NFAT-BLA reporter, FRET fluorescence, antagonist mode; inhibition, % at 4.98 µM; hit rate 0.27% among 170,000;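 active means inhibition above the plate cutoff, the mean inhibition of test wells on that plate plus 3 SD, cut at about 28% in these data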;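 further: cells challenged with S1P at its EC80 of 0.8 µM; blue over green emission ratio from cleaved BLA substrate after 4 h stimulation; 0% = S1P-stimulated wells and 100% = unstimulated DMSO-only wells; some compounds past the cut are filed as inactive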
Target sequence (Q99500 whole entry, looked up): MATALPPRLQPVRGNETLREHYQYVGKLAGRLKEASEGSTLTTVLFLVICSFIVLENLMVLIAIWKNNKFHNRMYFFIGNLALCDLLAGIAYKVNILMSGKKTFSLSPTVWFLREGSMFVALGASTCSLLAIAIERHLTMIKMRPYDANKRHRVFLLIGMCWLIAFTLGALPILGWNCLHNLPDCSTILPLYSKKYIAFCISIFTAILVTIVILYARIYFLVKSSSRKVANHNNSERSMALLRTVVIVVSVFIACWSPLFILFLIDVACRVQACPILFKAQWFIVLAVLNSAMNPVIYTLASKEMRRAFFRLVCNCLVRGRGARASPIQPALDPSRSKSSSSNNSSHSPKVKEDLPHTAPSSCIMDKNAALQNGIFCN
STAT3 activator = IL-6 driven STAT3 reporter potentiators, primary screen, U3A cells, luciferase, luminescence, MLSCN library. activation (% of control), % at 5.6 µM. hit rate 0.91% among 190,000. IL-6 STAT3-luciferase reporter; 100% = signal with IL-6 EC80 alone;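 active means activation above the screen-wide mean of compound activation plus 3 SD, cut at about 130% in these data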;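 further: 0% = background luminescence of wells with medium and substrate only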
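Test system: human U3A cells carrying STAT3-luciferase construct; control set: IL-6-only wells as 100% reference; timing: compound pre-incubation 1 h before IL-6, then 6 h stimulation at 37 °C; also added: IL-6 stimulus at 33 ng/mL final; evaluation: % activation versus median of IL-6-stimulated wells; detection: reporter luminescence signal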
PPARg SRC3 recr = PPARgamma agonists recruiting SRC-3 coactivator, primary screen, biochemical; Peroxisome proliferator-activated receptor gamma (Homo sapiens), P37231; biochemical PPARgamma/SRC-3 coactivator recruitment assay; activation, % at 8 µM; hit rate 0.26% among 200,000; AID 731, 2007; in the data active means activation above about 23%;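 further: 0% = DMSO and 100% = reference agonist; some compounds past the cut are filed as inactive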
TLR4 MyD88 comp = inhibitors of TLR4-MyD88 association in cells, primary screen, cell-based, HeLa CL3-4, BLA complementation, FRET ratio; hit rate 0.18% among 200,000; inhibition, % at 8.4 µM; HeLa CL3-4 TLR4/MyD88 BLA complementation; Toll-like receptor 4 (Homo sapiens) + Myeloid differentiation primary response protein …; in the data active means inhibition above about 25%;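 further: 0% = vehicle and 100% = reference inhibitor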
STAT3 inh = IL-6 driven STAT3 reporter inhibitors, primary screen, U3A cells, luciferase, luminescence, MLSCN library. IL-6 STAT3-luciferase reporter; host cell line lacks STAT1. inhibition, % at 5.5 µM. hit rate 0.89% among 190,000;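 active means inhibition above the mean inhibition across all screened compounds plus 3 SD, cut at about 44% in these data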;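 further: 0% = DMSO only wells and 100% = 100 µM nifuroxazide control wells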
* = called active by the depositor; nt = no result given.

Values run as follows: PPARg SRC2 recr, STAT1 blocker, ROMK mod, SRC2 TRFRET art, PPARg SRC1 recr, RAM network inh, S1P3 antagonist, STAT3 activator, PPARg SRC3 recr, TLR4 MyD88 comp, STAT3 inh
- COc1ccc(-c2nnc(SC)o2)c(OC)c1
 : 9, -13, nt, 1411, 1, -0.5, -11, 95, -2, 0, 6
- O=C(c1ccc(Cl)nc1)N1CCN(S(=O)(=O)c2ccc(Cl)cc2)CC1
 : 1, 5, -0.32, 1472, -2, 2.5, -5, 109, 0, 5, -7
- CS(=O)(=O)N(Cc1ccccc1)c1ccc(C(=O)Nc2ccccc2Sc2ccccc2)cc1
 : 1, 5, nt, 1524, -5, -1.7, -36, 106, -6, -4, -8
- CC(=O)C1(O)C(C)CC2C3CCC4CC(O)CCC4(C)C3=CCC21C (stereo unspecified)
 : 3, -3, 1, 1576, -1, 2.7, 17, 101, 3, 1, 7
- Cc1ccc(NS(=O)(=O)c2cc(C(=O)O)ccc2Cl)cc1
 : 7, 0, nt, 1483, 10, 0.5, nt, 99, 12, 7, 4
- Cc1cccc(N2CCN(c3ccc(NC(=O)/C=C(/C(=O)O)c4ccccc4)cc3)CC2)c1
 : -2, -3, -0.14, 1398, -4, 2.6, nt, 98, 5, -12, 7
- Cc1cc(C(=O)OCC(=O)c2ccc3c(c2)NC(=O)CO3)c2ccccc2n1
 : 0, 6, 0.7, 1517, 3, 0.2, nt, 89, -5, 1, 18
- CC(OC(=O)c1cccnc1)C(=O)Nc1ccc2c(c1)OCO2 (stereo unspecified)
 : 2, 1, -0.92, 1529, 3, 2.1, -4, 102, 1, 1, 6
- Cc1c(C(=O)NC(C)C)sc2ncn(CC(=O)N3CCC(C)CC3)c(=O)c12
 : -4, 10, nt, 1431, -5, 0.0, nt, 101, -6, -3, 6
- CCOC(=O)c1cn(-c2ccccc2)nc1-c1cccnc1
 : 5, 6, -0.13, 1729, -5, 0.3, 43, 96, -2, 0, 11
- CCSc1nc2c(cnn2-c2ccc(C)c(C)c2)c(=O)[nH]1
 : -1, -3, nt, 1713, 12, -0.5, -14, 100, 1, -8, 5
- OC(COCC1COc2ccccc2O1)CN1CCN(c2ccc(F)cc2)CC1 (stereo unspecified)
 : 10, 0, nt, 1619, 3, 1.5, 6, 97, -4, 1, -1
- CCCc1cc(=O)[nH]c(SCC(=O)OCc2ccccc2)n1
 : 2, -6, 0.19, 1610, 3, 0.7, 7, 103, -3, 7, 1
- CCN(CC)S(=O)(=O)c1cccc(C(=O)Nc2cc3oc4ccccc4c3cc2OC)c1
 : 4, 22, nt, 1556, -1, 2.1, 11, 87, 3, 10, 15
- COc1cccc(/C=N/NC(=O)c2ccc(=O)n(C)c2)c1O
 : 1, 1, -0.017, 1682, 3, 0.0, -1, 88, 4, 3, 14
- Cc1cc(C)cc(-n2nc(C)cc2N)c1
 : 13, -5, -0.33, 1610, 1, 0.1, nt, 90, 10, -4, 16
- COC(=O)c1cc(-c2c(C)oc3cc(OC)ccc3c2=O)c(C)o1
 : 1, 1, nt, 1410, -6, -1.1, -11, 96, -5, -7, 15
- CC1=CC(C)(C)Nc2ccc(OC(=O)CCN3C(=O)c4ccccc4C3=O)cc21
 : 8, 9, 0.93, 1482, -10, 3.4, 1, 81, 2, 2, 24
- O=C(O)C1C2C=CC(C2)C1C(=O)NC1CCN(Cc2ccccc2)CC1 (stereo unspecified)
 : -7, 7, -0.48, 1399, -4, 1.5, -4, 106, 8, -14, -3
- Cc1c(Br)c(C(F)(F)F)nn1CC(=O)N1CCCC1
 : -4, -3, -0.4, 1355, -6, 0.8, nt, 102, -4, 4, -2
- O=C(Cn1cc2c(n1)CCCC2)NCCCN1CCCC1
 : 4, 0, nt, 1619, 7, 0.0, -3, 99, 2, 5, 6
- CSc1cccc(NC(=O)CN(C)S(=O)(=O)c2ccc(F)cc2)c1
 : 12, -5, nt, 1536, 2, 2.5, 36, 97, 2, -8, 5
- CCSc1nnc(NC(=O)NC(C)(C(F)(F)F)C(F)(F)F)s1
 : 9, 5, -0.88, 1656, 1, 0.0, 9, 92, 1, 3, 13
- CC1C/C(=C/c2ccncc2)C(=O)/C(=C/c2ccncc2)C1 (stereo unspecified)
 : 3, 26, -1.8*, 1738, 8, -0.2, 3, 57, 3, 6, 53*
- Cc1ccnc(SCCn2c(N3CCC(C)CC3)nc3c2c(=O)[nH]c(=O)n3C)n1
 : 9, 6, nt, 1685, 6, 0.1, -12, 105, 5, -5, 3
- COc1cc(NC(=O)CN2C(=O)NC(C)(c3ccccc3)C2=O)c(C)cc1[N+](=O)[O-] (stereo unspecified)
 : -4, -5, nt, 1714, 2, -0.5, -5, 97, 8, 9, 3
- COc1ccccc1NS(=O)(=O)c1cc(NC(=O)c2sccc2C)ccc1N1CCCC1
 : -1, 4, -1.3, 1870, -2, 0.4, 25, 100, 3, -5, 6
- COc1ccc(CN2CCN(C(=O)c3cccs3)CC2)cc1Br
 : 7, -5, nt, 1297, 0, 3.6, -9, 103, -3, -6, 6
- CC(CN1CCCC(C(N)=O)C1)c1ccccc1 (stereo unspecified)
 : 4, 2, 1.7, 1558, 4, 1.2, -51, 89, 5, 5, 13
- O=C(N/N=C/c1ccccc1)c1[nH]c2ccc(Br)cc2c1-c1ccccc1
 : -9, -13, 1.9, 1515, -4, 0.9, -6, 132, -2, 1, -36
- O=C(O)c1cccc(CSc2nnc(Cc3ccccc3)o2)c1
 : -2, 7, nt, 1571, -1, 0.3, -5, 103, 5, 10, -4
- COc1ccc(NC(=O)c2cn(-c3ccccc3)nc2-c2cc3ccccc3o2)cc1
 : 15, -8, nt, 1644, 11, 4.5, nt, 83, 18, -9, 30
- C=C(C)CSc1nc2ccccc2[nH]1
 : -6, -7, -0.62, 1415, -7, -0.1, -3, 90, -1, 3, 19
- CN1CCN(S(=O)(=O)c2cccc(C(=O)NCc3ccc(Cl)cc3)c2)CC1
 : 5, 0, -0.77, 1482, 17, 0.0, -13, 94, 4, -4, 9
- COc1ccc(N(C(=O)CNC(=O)c2ccco2)C(C(=O)NC2CCCC2)c2ccncc2)cc1 (stereo unspecified)
 : 3, -7, 0.0075, 1652, 10, 0.5, -10, 98, 2, 4, 8
- COC(=O)c1cc(-c2ccc(OC)c(OC)c2)on1
 : 6, 4, nt, 1684, 2, -0.1, -20, 102, 11, -8, 5
- CCCSc1nc(C)cc(C)c1S(=O)(=O)c1ccccc1C
 : 1, -3, nt, 1564, -4, 0.0, nt, 108, 1, 5, 1
- CC1Cc2nc(SCC(=O)Nc3ccc4c(c3)OCO4)n(Cc3ccccc3)c(=O)c2S1 (stereo unspecified)
 : 6, -10, -0.78, 1633, -2, 2.7, 24, 106, 3, 1, -7
- COCC(C)NC(=O)CSc1nnc(-c2cccc(S(=O)(=O)N3CCCCC3)c2)o1 (stereo unspecified)
 : 16, 6, 0.064, 1459, -1, 0.9, 2, 95, 8, -5, 7
- COc1cccc(-c2nnc(-c3ccc(C)o3)o2)c1
 : 10, -9, nt, 1473, 9, 0.4, nt, 56, 14, -3, 55*
- Cc1cc(C)c(C(=O)C2OC(=O)C(C)(C)C(=O)C2(C)C)c(C)c1 (stereo unspecified)
 : 1, 0, 0.94, 1527, 2, -0.6, nt, 101, 4, -5, -1
- CC(=O)C1=C(c2ccccc2)NC(=O)NC1c1ccc(O)c(O)c1 (stereo unspecified)
 : 2, 1, 0.24, 1673, 2, 3.2, -14, 97, 4, -6, 6
- Cc1cc2nncn2c(Cc2ccccc2)n1
 : 1, 1, 1.8, 1510, 3, 1.4, nt, 102, -2, -1, 4
- CCOC(=O)C1CCN(Cc2ccc(OC)c(C)c2OC)CC1
 : -5, 0, -0.81, 1673, 0, 0.0, -50, 106, -2, -6, -3
- O=C(CSc1nc2ccccc2s1)CSc1nc2ccccc2s1
 : 8, 0, 0.26, 1637, 5, 14*, nt, 99, -2, -6, 5
- O=C(NCCCn1ccnc1)c1ccc(Br)o1
 : -4, -7, 0.036, 1261, 5, 0.8, nt, 102, -7, 12, -6
- CCOC(=O)CS(=O)(=O)c1ccccc1
 : 0, -5, nt, 1540, 1, 0.1, nt, 105, 4, 10, -3
- CCn1c(=O)cc(OCC(=O)NCc2ccc(C)o2)c2ccccc21
 : 1, 0, nt, 1654, 7, -0.7, -22, 96, 4, -1, 10
- O=C(Nc1cccc(-c2cn3ccccc3n2)c1)C1CC1
 : 12, -25, nt, 1624, 10, 0.1, nt, 95, 6, 3, 16
- CCOCC(=O)Nc1cc(S(=O)(=O)N2CCOCC2)ccc1N1CCCCC1
 : 4, 2, 1.1, 1768, 4, 5.0, -7, 105, 6, 1, 0
- O=[N+]([O-])c1ccc(N2CCCCC2)cc1NCCOc1ccccc1
 : 7, -3, -0.041, 1815, 4, 6.1, -5, 95, -2, -1, 4

Only STAT3 inh, ROMK mod and PPARg SRC2 recr, for 2 of the compounds above:
SMILES,STAT3 inh,ROMK mod,PPARg SRC2 recr
O=C(O)c1cccc(CSc2nnc(Cc3ccccc3)o2)c1,-4,nt,-2
COc1ccc(NC(=O)c2cn(-c3ccccc3)nc2-c2cc3ccccc3o2)cc1,30,nt,15
